Screening results from PubChem.
GPR151 ag – activators of human GPR151, primary screen, cell-based, PathHunter beta-arrestin, luminescence. actives 1% (n = 650,000). PathHunter beta-arrestin GPR151 cells. activation, % at 11.2 µM. G-protein coupled receptor 151 (Homo sapiens), Q8TDV0; in the data active = activation above about 4.9%;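 also: 0% = median of compound wells and 100% = cells with positive control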
FBW7 act – FBW7 E3 ligase activators, primary screen, biochemical, AlphaScreen, human; AlphaScreen FBW7–phospho-cyclin E peptide binding, activator screen; F-box/WD repeat-containing protein 7 (Homo sapiens), Q969H0; normalized activity (activation), % at 26.1 µM; actives 0.13% (n = 650,000); in the data active = normalized activity above about 1.9%;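 also: purified mutant Fbw7 with reduced substrate affinity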
Target sequence (Q969H0 whole entry, looked up): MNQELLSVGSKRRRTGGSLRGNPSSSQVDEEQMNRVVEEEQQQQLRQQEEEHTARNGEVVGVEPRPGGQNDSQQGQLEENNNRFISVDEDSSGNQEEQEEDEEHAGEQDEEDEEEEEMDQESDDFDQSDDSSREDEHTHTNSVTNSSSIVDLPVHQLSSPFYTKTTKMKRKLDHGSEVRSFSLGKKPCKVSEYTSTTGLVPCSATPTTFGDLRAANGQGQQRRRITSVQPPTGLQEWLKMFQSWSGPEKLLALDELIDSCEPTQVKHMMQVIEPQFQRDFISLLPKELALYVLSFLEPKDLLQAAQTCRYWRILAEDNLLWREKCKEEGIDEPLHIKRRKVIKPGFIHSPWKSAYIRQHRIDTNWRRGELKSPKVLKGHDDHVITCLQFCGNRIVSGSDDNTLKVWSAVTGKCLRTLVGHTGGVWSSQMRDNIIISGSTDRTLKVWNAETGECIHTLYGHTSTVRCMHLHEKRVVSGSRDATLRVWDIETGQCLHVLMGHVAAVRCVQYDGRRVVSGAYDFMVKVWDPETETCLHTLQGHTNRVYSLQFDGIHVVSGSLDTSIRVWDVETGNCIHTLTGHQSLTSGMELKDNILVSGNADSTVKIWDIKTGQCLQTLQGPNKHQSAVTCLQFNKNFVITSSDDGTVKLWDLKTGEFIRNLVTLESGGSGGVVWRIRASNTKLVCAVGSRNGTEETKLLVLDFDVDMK
TEAD-YAP block – TEAD-YAP interaction inhibition, primary screen, TEAD-YAP interaction inhibitor project, luminescence, HEK-TIYL cells. actives 1.4% (n = 640,000). inhibition, % at 9.12 µM. TEAD-Gal4/YAP UAS-luciferase luminescence; in the data active = inhibition above about 32%;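 also: 0% = median of test compound wells and 100% = reference inhibitor wells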
MITF inh – MITF inhibitors, primary screen, biochemical, AlphaScreen, human; Microphthalmia-associated transcription factor (Homo sapiens), O75030; AlphaScreen MITF homodimerization, bead proximity signal; inhibition, % at 2.6 µM; actives 0.91% (n = 650,000); in the data active = inhibition above about 50%;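 also: 0% = vehicle wells with protein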
* hit, by the source's call.

Value order – GPR151 ag	FBW7 act	TEAD-YAP block	MITF inh
O=C(CCC(=O)OCC(=O)c1cccc([N+](=O)[O-])c1)Nc1cc(C(F)(F)F)ccc1Cl
    -1.1	0.3	8	4
CC1CCN(C(=O)C2(S(=O)(=O)c3ccc(Cl)cc3)CC2)CC1
    1.5	-0.1	2	6
C=CCOc1ccc(/C=N/Nc2nc3ccccc3[nH]c2=O)cc1
    0.4	0.0	-2	5
CC(C)(C)n1ncc2c(=O)n(Cc3ccc([N+](=O)[O-])cc3)cnc21
    -0.7	0.0	22	11
COc1cccc(/C=C(\C#N)c2nn(CCO)c(N)c2C#N)c1OCc1ccc(Cl)cc1Cl
    0.3	0.0	2	5
O=C(Cc1cc(=O)[nH]c(=O)[nH]1)NCCc1ccccc1
    4.2	-0.1	-11	6
Cc1ccc(-c2noc(CCCCCN)n2)cc1
    0.6	0.1	72*	1
CC(C)(C)c1cc(C(C)(C)C)cc(S(=O)(=O)Nc2ccc(C(F)(F)F)cc2)c1
    0.0	0.7	9	9
CN1CCN(c2cc(NCC(=O)O)c3c4c(onc24)-c2ccccc2C3=O)CC1
    -0.1	-0.4	-28	42
Cc1cccc(/C=C/C(=O)NCc2ccc(F)cc2)c1
    0.1	0.1	-9	0
Cn1cc(CCCC(=O)NCc2cccs2)c2ccccc21
    0.8	0.0	-8	0
Cc1cc(NC(=O)CN2C(=O)C3C4C=CC(C4)C3C2=O)c2ccccc2n1 (stereo unspecified)
    0.1	0.0	-13	4
CCC(=O)Nc1cc(C(=O)O)ccc1Sc1ccc(C)cc1
    -0.2	-0.2	10	1
CC(=O)NC1=NN(C(C)=O)C(c2cccc([N+](=O)[O-])c2)O1 (stereo unspecified)
    0.4	-0.5	1	9
CCOC(=O)c1c(NC(=O)COc2ccc(C(C)(C)CC(C)(C)C)cc2)sc2c1CCCC2
    -0.2	-0.1	0	-13
Cc1ccc(Cl)c(Oc2ccc(C(N)=O)cc2[N+](=O)[O-])c1
    2.5	0.0	2	0
O=C(Nc1ccc(Cl)c(-c2nc3ccccc3o2)c1)c1cc([N+](=O)[O-])ccc1Br
    -1.3	-0.3	20	-2
O=C(NCc1ccco1)C1CCCCC1c1nc2ccccc2c(=O)[nH]1 (stereo unspecified)
    -2.2	-0.2	-13	-11
CN(C)S(=O)(=O)c1ccc(C(=O)Nc2ccc(-c3nc4ccccc4[nH]3)cc2)cc1
    1.2	5.0*	-41	-31
CCOc1ccc(-n2c(SCC(N)=O)nc3sc4c(c3c2=O)CCCC4)cc1
    0.4	0.1	-1	-4

Record cards, as listed above.
`CN(C)S(=O)(=O)c1ccc(C(=O)Nc2ccc(-c3nc4ccccc4[nH]3)cc2)cc1` in the list: GPR151 ag: 1.2; FBW7 act: 5.0*; TEAD-YAP block: -41; MITF inh: -31
`O=C(CCC(=O)OCC(=O)c1cccc([N+](=O)[O-])c1)Nc1cc(C(F)(F)F)ccc1Cl` in the list: GPR151 ag: -1.1; FBW7 act: 0.3; TEAD-YAP block: 8; MITF inh: 4

Next section
Value order – GPR151 ag	FBW7 act	TEAD-YAP block	MITF inh
CC(=O)Oc1ccc(/C=C(/NC(=O)c2ccccc2)C(=O)NC(C)C(=O)O)cc1 (stereo unspecified)
    0.9	-0.1	-5	-1
CC(=O)N(C)c1ccc(NC(=O)COc2ccccc2)cc1
    0.6	-0.1	-7	15
CC(C)(C)C1CCc2onc(C(=O)N3CCOCC3)c2C1 (stereo unspecified)
    0.8	-0.1	-10	-8
Cc1cc(NC(=O)CSC2=Nc3ccccc3C3=NC(Cc4ccccc4)C(=O)N23)n[nH]1 (stereo unspecified)
    0.9	-0.1	1	-9
N#Cc1ccsc1NC(=O)COC(=O)c1ccc2c(c1)C(=O)N(Cc1ccccc1)C2=O
    -0.4	-0.1	-28	2
O=C(NCN1CCCCC1)Nc1cccc(Cl)c1
    -0.6	0.2	9	15
Cc1ccc(-c2csc(NC(=O)c3ccc(S(=O)(=O)N4CC(C)CC(C)C4)cc3)n2)cc1C (stereo unspecified)
    -0.7	-0.1	1	-10
O=C(NCC1CCCO1)Nc1ccc(NC(=O)NCC2CCCO2)cc1 (stereo unspecified)
    -0.8	0.1	7	-3
CCOC(=O)c1ccc(S(=O)(=O)N2C(C)CCCC2C)cc1 (stereo unspecified)
    -0.3	0.0	10	4
Cc1nn(C)c(C)c1S(=O)(=O)N1CCN(c2ccc(F)cc2)CC1
    -0.6	0.8	4	12
Cc1ccc(/C=N/NC(=O)CCCC(=O)NC2CCCCC2)cc1
    1.2	0.1	5	-2
CC1Oc2ccccc2C2CC(c3ccc(Cl)cc3)=NN12 (stereo unspecified)
    -0.1	-0.2	-59	0
COc1ccc(C2CC(c3ccc(Br)cc3)Nc3ncnn32)c(OC)c1 (stereo unspecified)
    0.7	-0.1	6	7
CN1CCN(CCC(=O)N/N=C/c2ccccc2)CC1
    1.2	-0.1	3	28
COC(=O)c1ccc(CSc2nnc(C)n2N)o1
    0.7	0.1	-1	-7
CCN1CCN(C(=O)c2cc3cc([N+](=O)[O-])cc(OC)c3oc2=O)CC1
    -1.6	-0.3	-1	-4
COC(=O)c1sc(N2C(=O)C(O)=C(C(=O)c3cccs3)C2c2ccc(C(C)C)cc2)nc1C (stereo unspecified)
    -2.1	0.0	-6	-2
COc1ccccc1Nc1c2c(nc3ccccc13)CCC2
    -0.3	-0.5	54*	4
Cc1nc(-c2cccc(NS(=O)(=O)c3ccc([N+](=O)[O-])cc3)c2)cs1
    0.1	-0.1	-5	2
O=C(CCCOc1ccccc1)Nc1cccc(I)c1
    1.8	0.0	-8	-11

Quoted at random: three compounds from above.
Value order – GPR151 ag	FBW7 act	TEAD-YAP block	MITF inh
C=CCOc1ccc(/C=N/Nc2nc3ccccc3[nH]c2=O)cc1
    0.4	0.0	-2	5
Cc1ccc(-c2csc(NC(=O)c3ccc(S(=O)(=O)N4CC(C)CC(C)C4)cc3)n2)cc1C (stereo unspecified)
    -0.7	-0.1	1	-10
Cc1cc(NC(=O)CN2C(=O)C3C4C=CC(C4)C3C2=O)c2ccccc2n1 (stereo unspecified)
    0.1	0.0	-13	4

(cont.)
Value order – GPR151 ag	FBW7 act	TEAD-YAP block	MITF inh
O=C(NCc1nc2ccccc2[nH]1)c1cccc(N2CCOCC2)n1
    -0.5	-0.2	7	11
CC(C)N(CCCNC(=O)Cn1ncn2cccc2c1=O)Cc1ccccc1
    1.2	0.1	6	4
Cc1ccc(S(=O)(=O)N(C)S(=O)(=O)c2ccc(C#N)cc2)cc1
    3.2	-0.1	-7	-9
O=C1NC2(CCCCC2)C(=O)N1c1ccc(F)cc1F
    -0.3	0.0	-10	4
CN(C)CCNC(=O)c1ccc(Cn2c(=S)[nH]c3ccccc3c2=O)cc1
    -0.1	0.3	3	1
CCOc1cc(C2C(C(=O)OC)=CN(Cc3ccc(OC)c(OC)c3)C=C2C(=O)OC)ccc1O
    0.3	0.9	48*	13
CCOC(=O)N1CCN(S(=O)(=O)c2ccc(C(=O)Nc3nc4c(s3)CCc3ccccc3-4)cc2)CC1
    2.7	0.3	-2	16
C=CCn1c(=NC(=O)CN2C(=O)CCC2=O)sc2cc(S(N)(=O)=O)ccc21
    1.0	-0.1	-3	-4
Nc1ccc(SCC(=O)Nc2ccc(Br)cc2)cc1
    -0.4	0.1	-35	-14
O=c1oc2ccccc2c(O)c1/C=N/c1ccccn1
    -1.9	0.3	-4	15
CC(C)(C)C(=O)COC(=O)c1cc(Cl)ccc1[N+](=O)[O-]
    -0.7	0.1	6	23
Cc1c(NC(=O)c2ccc3c(c2)C(=O)N(Cc2ccco2)C3=O)cccc1C(=O)O
    0.7	0.3	7	17
CN(C)c1ccc(CCNC(=O)c2ccc(F)cc2)cc1
    0.0	0.0	-12	-2
CCN(C(=O)c1cnc2n(c1=O)CCS2)c1cccc(C)c1
    0.0	0.0	3	-7
COc1cccc(CN(C)C(=O)c2n[nH]c3cc(-c4cn[nH]c4)ccc23)c1
    -0.2	0.2	-17	4
CCCCCCOc1ccc(/C=C2\C(=O)N(c3ccc([N+](=O)[O-])cc3)N=C2c2ccccc2)cc1
    -0.1	0.0	1	4
CC(=O)Nc1ccc(Nc2c(C)c(C)nc3ncnn23)cc1
    -0.8	0.0	-1	-7
COc1ccccc1Cn1c(=S)[nH]c2cc(C(=O)N3CCN(C)CC3)ccc2c1=O
    0.0	0.0	0	5
O=C(NNC(=O)c1ccco1)Nc1ccccc1
    -0.9	0.1	-9	3
C=CCNC(=O)/C(C#N)=c1\s/c(=C\c2ccccc2Br)c(=O)n1CC=C
    4.3	0.3	2	10
c1ccc2c(c1)-c1ccccc1C2N1CCNCC1
    0.1	-0.1	7	11
CCC(=O)Nc1sc2c(c1C(=O)N1CCCCC1)CCC(C)C2 (stereo unspecified)
    0.4	-0.1	8	6
N#CC1=C(N)Oc2ccc3ccc(O)cc3c2C1c1ccccc1 (stereo unspecified)
    0.0	0.0	1	-9
CCCc1nc2n[nH]c(N)c2c2c1CCCC2
    0.7	0.0	5	-1
Cc1sc(NC(=O)CN(Cc2cccs2)C(=O)c2cccc(F)c2)c(C(N)=O)c1C
    -0.8	-0.1	-7	-9
O=Cc1cccc(OC(=O)c2cccc3ccccc23)c1
    0.4	0.0	-16	-9
Cc1ccc2c(c1)C(c1ccc(F)cc1)N(C(=O)c1ccc([N+](=O)[O-])cc1)CC(=O)N2 (stereo unspecified)
    2.4	0.0	-4	23
Cc1c(C2=NC(C)(C)CO2)cccc1[N+](=O)[O-]
    -0.4	-0.1	-16	-1
Brc1cc2c(cc1Br)OCCOCCOCCO2
    0.8	-0.1	1	-6
Cc1nc(NC(=O)c2ccc(Cl)c([N+](=O)[O-])c2)sc1C
    -0.2	-0.1	-8	-5
C=CCOC(=O)C1=C(C)N(C)C(=O)NC1c1cc(Cl)c(O)c(OC)c1 (stereo unspecified)
    -1.4	0.6	11	13
O=C(CSc1ccc(Cl)cc1)Nc1ccc(S(=O)(=O)N2CCCC2)cc1
    -0.3	0.1	20	17
COc1ccc2nc(Nc3nc4ccc(OC)cc4s3)sc2c1
    0.1	-0.1	-2	-6
CC(=O)c1c(C)nc2sccn12
    1.8	0.7	4	12
Fc1ccc(-c2cn3c4ccccc4n(CCN4CCOCC4)c3n2)cc1
    -0.9	0.6	12	-4
Cc1cccnc1C(NC(=O)C1CCN(S(C)(=O)=O)CC1)c1ccc(F)cc1 (stereo unspecified)
    0.4	0.7	17	21
NC(=O)Cn1c(C(F)(F)F)nc2ccccc21
    0.4	0.1	-3	-6
COc1ccccc1/C(C)=N/Nc1ncc(C(F)(F)F)cc1Cl
    -0.1	-0.1	-9	3
CCCOc1ccc(NC(=O)CC2C(=O)N(c3ccc(Cl)cc3)C(=S)N2CCOC23CC4CC(CC(C4)C2)C3)cc1 (stereo unspecified)
    1.2	-0.1	-7	1
COc1ccc(/C=C(\NC(=O)c2ccccc2)C(=O)NCCc2c(C)[nH]c3ccccc23)cc1
    -0.8	-0.2	8	2

5 compounds already listed, sorted by count of non-hydrogen atoms, smallest number first.
Value order – GPR151 ag	FBW7 act	TEAD-YAP block	MITF inh
CC(=O)c1c(C)nc2sccn12
    1.8	0.7	4	12
Cc1nc(NC(=O)c2ccc(Cl)c([N+](=O)[O-])c2)sc1C
    -0.2	-0.1	-8	-5
Cc1sc(NC(=O)CN(Cc2cccs2)C(=O)c2cccc(F)c2)c(C(N)=O)c1C
    -0.8	-0.1	-7	-9
Cc1ccc2c(c1)C(c1ccc(F)cc1)N(C(=O)c1ccc([N+](=O)[O-])cc1)CC(=O)N2 (stereo unspecified)
    2.4	0.0	-4	23
COc1ccc(/C=C(\NC(=O)c2ccccc2)C(=O)NCCc2c(C)[nH]c3ccccc23)cc1
    -0.8	-0.2	8	2

Following part
Value order – GPR151 ag	FBW7 act	TEAD-YAP block	MITF inh
CC1CN(Cn2c(=S)oc3ccccc32)CC(C)O1 (stereo unspecified)
    1.4	0.0	-3	10
Cc1ccc2oc(C(=O)Nc3ccc(S(=O)(=O)Nc4nccs4)cc3)c(C)c2c1
    0.7	0.1	-4	1
Cc1ccc(OCC(=O)NNC(=O)C2CCN(c3ncccn3)CC2)cc1
    0.5	-0.2	7	0
CCC1Oc2ccc(C)cc2N(CC(=O)Nc2ccc3c(c2)OCCO3)C1=O (stereo unspecified)
    -0.6	-0.1	-32	0

Random draw from the library; 3.5% or so of the library scored in one or more.
